# PKA-R2B act = PKA-R2B complex activation; P22694+P31323; PKA-R2B holoenzyme dissociation, Cy5-IP20 fluorescence polarization; R2B truncated from residue 108, S112A mutant; 0% DMSO only, 100% 113 µM cGMP; activation, % at 11.4 µM; hit rate 0.079% among 340,000;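 active = activation above a cutoff set at the mean over all compounds plus 3 SD, cut at about 18% in these data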;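 note: higher means more holoenzyme dissociation and a rise in polarization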
# Target sequence (P31323 whole entry, looked up, other chains not shown, the tested form may be a part): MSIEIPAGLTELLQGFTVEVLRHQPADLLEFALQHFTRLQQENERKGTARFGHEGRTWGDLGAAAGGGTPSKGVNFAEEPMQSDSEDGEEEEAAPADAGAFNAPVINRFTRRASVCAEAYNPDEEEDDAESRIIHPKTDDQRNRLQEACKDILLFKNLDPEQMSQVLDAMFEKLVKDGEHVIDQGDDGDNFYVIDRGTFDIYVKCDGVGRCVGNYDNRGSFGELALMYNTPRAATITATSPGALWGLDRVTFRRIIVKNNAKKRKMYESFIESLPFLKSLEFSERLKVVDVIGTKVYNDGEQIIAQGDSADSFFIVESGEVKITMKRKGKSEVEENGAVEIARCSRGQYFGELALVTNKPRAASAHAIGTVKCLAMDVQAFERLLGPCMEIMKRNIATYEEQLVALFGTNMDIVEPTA
# DAGLB inh = blocks human DAGLB lipase activity; hit rate 0.059% among 340,000; Q8NCG7; HEK293T DAGLB membrane lysate, EnzChek fluorogenic substrate; inhibition, % at 5.17 µM; in the data active = inhibition above about 34%;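 note: 0% = enzyme with vehicle and 100% = wells lacking enzyme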
# Target sequence (Q8NCG7 whole entry, looked up): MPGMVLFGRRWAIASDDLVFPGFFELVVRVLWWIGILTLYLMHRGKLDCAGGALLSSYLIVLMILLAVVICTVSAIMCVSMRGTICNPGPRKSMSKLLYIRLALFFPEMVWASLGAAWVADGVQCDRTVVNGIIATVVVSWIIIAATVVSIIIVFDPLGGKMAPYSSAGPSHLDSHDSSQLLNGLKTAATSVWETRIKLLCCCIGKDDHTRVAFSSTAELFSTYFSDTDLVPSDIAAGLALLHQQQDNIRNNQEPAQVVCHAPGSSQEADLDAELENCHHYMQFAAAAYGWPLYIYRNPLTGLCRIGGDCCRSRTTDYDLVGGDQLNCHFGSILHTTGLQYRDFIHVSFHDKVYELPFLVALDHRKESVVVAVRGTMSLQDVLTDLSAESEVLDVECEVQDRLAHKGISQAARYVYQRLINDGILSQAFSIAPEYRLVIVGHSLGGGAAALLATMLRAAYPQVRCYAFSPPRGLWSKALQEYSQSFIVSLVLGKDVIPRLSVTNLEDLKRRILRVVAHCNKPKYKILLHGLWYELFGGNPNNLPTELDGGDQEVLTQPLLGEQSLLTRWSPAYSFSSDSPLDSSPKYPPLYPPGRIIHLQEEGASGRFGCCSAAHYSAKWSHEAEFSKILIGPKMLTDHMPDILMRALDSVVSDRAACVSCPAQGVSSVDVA
# CDK5 inh = blocks human CDK5/p35 kinase activity; Q00535+Q15078; Recombinant CDK5/p35, ADP-Glo luminescence, 60 min; inhibition, % at 10 µM; hit rate 0.01% among 330,000; AID 488839;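 active = highest replicate inhibition of at least 50% and at least 75% of replicates reaching 50%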;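 note: plate controls were DMSO neutral control for no effect and GW8510 at 10 µM for full effect; many of its hits are not listed in these tables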
# Tat transport = blocks Tat-dependent protein export in E. coli; inhibition, % at 10 µM; E. coli MC4100 TorA-mCherry Tat export, fluorescence; hit rate 0.036% among 340,000;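 active = mean replicate inhibition at least 50% and at least half of replicates individually reaching 50%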;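 note: exported cargo escapes ClpAP degradation while cytoplasmic cargo is degraded and loses fluorescence; 0% = median of neutral control wells and 100% = median of NaSCN control wells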
# Mot1-301 SUMO = SUMOylation pathway inhibition by Mot1-301 growth rescue; growth rescue, % at 18.8 µM; hit rate 1% among 320,000; AID 2716; S. cerevisiae Mot1-301 growth rescue, ATP luminescence, 38.5C; percent above DMSO median, 100 means doubled;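 active = every valid replicate shows activation above 250% relative to neutral control wells; inactive = the rest, any valid replicate at or below 250%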;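 note: OY570 slx delta 5 strain wells were the positive control but not used for scaling; some compounds called inactive have numbers as strong as hits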
# E coli growth = bacterial growth inhibition, counter-screen for AddAB inhibitors | inhibition, % at 11.9 µM | E. coli V3065 growth, OD600 absorbance, 18 h | AID 449728 | hit rate 0.27% among 330,000;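 active = inhibition above the campaign's mean inhibition across all tested compounds plus 3 SD, cut at about 9.9% in these data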;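 note: uninfected addAB+ strain grown without phage in ampicillin broth; 0% = DMSO wells and 100% = ciprofloxacin 0.95 µg/ml wells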
# AddAB inh = less growth of phage-infected E. coli with AddAB; E. coli expressing H. pylori AddAB, absorbance growth; inhibition, % at 11.9 µM; hit rate 0.29% among 330,000; in the data active = inhibition above about 12%;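 note: 0% = vehicle wells of infected cells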
# HTR5A ag = HTR5A agonism, opioid heterodimer counter-screen; P47898; HTR5A agonist assay, luminescence, cell-based; activation, % at 9.3 µM; hit rate 0.61% among 340,000; AID 504692; in the data active = activation mostly above about 9.5%, no sharp cut-off; inactive = mostly below about 7.6%;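 note: 0% = cells with vehicle only and 100% = reference agonist; strong numbers were not always called active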
# HTR5A inv ctr = counter-screen for OPRM1-OPRD1 inverse agonists: human HTR5A inverse agonism; inhibition, % at 9.3 µM; HTR5A cell line, luminescence; P47898; hit rate 0.083% among 340,000; AID 504634; in the data active = inhibition mostly above about 23%, no sharp cut-off; inactive = mostly below about 18%;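 note: 0% = cells with DMSO and 100% = no-cell wells with DMSO; some compounds called inactive have numbers as strong as hits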
# phage Ecoli inh = E. coli growth loss with phage present; growth absorbance; inhibition, % at 11.9 µM; hit rate 0.26% among 360,000; AID 651602; in the data active = inhibition above about 11%
# PKA-R1A act = activators of PKA-R1A complex. hit rate 0.083% among 340,000. activation, % at 11.4 µM. PKA-R1A dissociation, Cy5-IP20 fluorescence polarization; scaled: DMSO 0%, 113 µM cGMP 100%. P00514+P68181;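 active = percent activation above the mean of all tested compounds plus 3 SD, cut at about 19% in these data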;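 note: higher means more PKAc released from R1A so a rise in polarization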
# * hit, by the source's call; . = not tested or not shown. Hits appear at their usual frequency. About 2.3% of those tested had a hit in this group.
# Start of the listing, in advance (2 entries):
SMILES,PKA-R2B act,DAGLB inh,CDK5 inh,Tat transport,Mot1-301 SUMO,E coli growth,AddAB inh,HTR5A ag,HTR5A inv ctr,phage Ecoli inh,PKA-R1A act
CC(NC(=O)C(C)N1CCN(Cc2ccccc2)CC1)c1ccccc1 (stereo not drawn),-9.2,0.7,-0.2,4.1,39.6,0.3,3.8,7.8,-3.6,1.2,5.9
COc1c(C(=O)Nc2nnc(C3CC3)s2)csc1Cl,-11.0,-1.1,0.6,2.2,-4.2,2.8,2.0,0.0,-16.9,-1.0,-3.1

# Main list (from the top)
SMILES,PKA-R2B act,DAGLB inh,CDK5 inh,Tat transport,Mot1-301 SUMO,E coli growth,AddAB inh,HTR5A ag,HTR5A inv ctr,phage Ecoli inh,PKA-R1A act
CC(NC(=O)C(C)N1CCN(Cc2ccccc2)CC1)c1ccccc1 (stereo not drawn),-9.2,0.7,-0.2,4.1,39.6,0.3,3.8,7.8,-3.6,1.2,5.9
COc1c(C(=O)Nc2nnc(C3CC3)s2)csc1Cl,-11.0,-1.1,0.6,2.2,-4.2,2.8,2.0,0.0,-16.9,-1.0,-3.1
COc1ccc(C#Cc2c(-c3ccc(OC)cc3)oc3ccc(-c4ccc5c(c4)OCO5)cc23)cc1,1.8,4.7,-2.8,0.1,6.2,-0.5,1.6,2.7,5.5,-1.3,-4.1
Cc1ccc(S(=O)(=O)N/N=C/c2ccc3nccnc3c2)cc1,-6.7,0.8,2.2,1.8,-3.4,1.8,2.8,-1.4,3.7,-1.4,1.2
CC(C)(C)NC(=O)CSc1ccc(S(=O)(=O)N2CCOCC2)cn1,-13.5,-0.1,0.0,-3.7,-11.4,0.2,0.0,-2.1,-3.3,0.2,-2.4
CCOc1ccc(C(=O)N2CCCCCC2)cc1,-9.3,-1.4,0.2,0.9,-10.6,-0.4,0.9,6.3,2.3,0.8,-2.9
COC(=O)c1ccc(N2CCN(C)CC2)c(NC(=O)COc2ccccc2)c1,-5.4,-4.8,0.9,0.4,-6.2,2.5,0.9,5.6,-15.8,2.0,-9.5
COc1ccc(C(=O)COC(=O)CCNS(=O)(=O)c2ccccc2)cc1Br,2.0,-1.2,0.0,5.1,-10.5,-0.1,0.1,-1.1,4.5,3.7,2.2
c1c2c(cc3sc(N4CCOCC4)nc13)OCO2,2.5,-2.7,6.1,-5.3,-30.0,-0.4,2.8,0.4,-1.0,3.5,9.0
O=C(NCCS(=O)(=O)NCc1ccccc1Cl)c1ccccc1,-8.8,0.0,0.9,2.8,30.6,-0.8,0.9,-5.9,14.7,2.9,6.7
CC(C)CC(NC(=O)C1CCCN1C(=O)CNC(=O)OCc1ccccc1)C(=O)O (stereo not drawn),8.7,-1.8,0.8,-2.8,5.7,-0.3,1.5,-0.4,1.6,3.7,2.5
COc1cc(NC(=O)C(C)Oc2ccccc2)c(OC)cc1NC(=O)c1ccccc1 (stereo not drawn),-4.3,-5.4,1.4,8.2,-14.9,-1.8,2.9,2.6,-6.3,.,-1.7
CCCOc1ccc(C(=O)Nn2c(C)nc3ccccc3c2=O)cc1,2.1,-0.2,-0.9,-7.2,8.3,-0.2,2.0,4.8,18.3,2.0,-3.3
CN(C(=O)c1ccc(NC(=O)Cc2ccc(NC(=O)C3CCCN(C(=O)C4CCCC4)C3)cc2)cc1)C1CCCC1 (stereo not drawn),-3.5,-1.6,2.0,4.5,.,.,.,-2.0,6.8,2.2,-2.2
CCCCn1c(N)c(N(CC)C(=O)c2cccs2)c(=O)[nH]c1=O,-3.8,-3.0,-1.7,-4.7,-3.9,-2.3,-1.3,0.6,-2.3,2.4,-1.6
CC(=O)Nc1ccc(NC(=O)C(C)OC(=O)CCC2CCCCC2)cc1 (stereo not drawn),-4.5,-0.2,-0.2,-6.3,0.7,-0.2,-0.5,5.9,0.1,-0.1,-12.7
CCOC(=O)CC(=O)Nc1ccc(C)cc1,-6.9,2.0,-0.8,-0.8,-12.4,1.4,2.6,-3.2,-10.3,0.9,1.5
O=C(CCSCc1cccc(Cl)c1)NCCc1ccccc1,8.2,-5.3,0.2,8.2,33.6,0.7,-0.9,1.6,-0.2,2.8,9.4
COc1ccc2[nH]c(C)c(CCN3C(=O)OC(C)(C)C3(C)O)c2c1 (stereo not drawn),6.3,-0.6,-0.1,-6.2,-13.2,1.9,-3.0,-2.3,-14.8,1.8,3.4
CCN(CC)C(=O)c1ccccc1NC(=O)CN1C(=O)c2ccccc2S1(=O)=O,1.8,1.1,-2.2,-4.8,5.8,3.1,4.8,0.9,-2.1,4.5,-5.0
COc1ccc(N2C(=O)C3CCCN3C2c2cccc(Br)c2)cc1 (stereo not drawn),-4.9,-3.1,2.9,0.8,-1.6,-1.7,2.5,-3.2,8.9,0.9,-0.7
CC(=O)OC1CCC2(C)C(=CCC3C4CC(=O)N(O)C(=O)C4(C)CCC32)C1 (stereo not drawn),5.8,5.5,1.2,0.4,.,.,.,3.4,-12.1,1.8,0.7
Cc1ccc(OCC(=O)Nc2ccccc2C(=O)N2CCCCC2)cc1,-2.0,0.0,0.8,23.2,299.1,-0.1,2.6,6.8,5.8,1.6,-8.4
Cc1cccc(CN2CCC(CNC(=O)CSc3cc(=O)n(C)c4cc(Cl)ccc34)CC2)c1,12.2,-3.3,-0.4,-2.3,-1.9,0.3,-0.2,3.7,-11.6,1.5,-0.9
O=C(NCCNC(=O)c1cc(OCC(F)(F)F)ccc1OCC(F)(F)F)Nc1cccc(C(F)(F)F)c1,-3.9,-4.5,-1.4,2.6,.,0.6,0.8,-7.0,16.6,3.4,0.9
COc1ccc(C(=O)Nn2c(CCC(=O)O)ccc2-c2ccc(C)cc2)cc1OC,-2.1,1.9,0.8,12.2,-2.5,-1.8,0.7,-2.7,7.0,1.4,-3.0
Cc1ccc(S(=O)(=O)N(C)CC(=O)NCc2ccncc2)cc1,0.5,-0.7,-1.3,7.7,16.0,-0.4,-1.4,1.9,16.7,0.0,7.9
Cc1cc(C)n(C(=O)c2cc3ccccc3c(=O)o2)n1,5.1,-0.8,0.5,-6.3,-10.6,-0.3,-2.5,4.5,-21.1,0.9,1.2
COC(=O)c1cccc(-n2nnnc2SCC(=O)Nc2nc3c(s2)CCCC3)c1,-13.3,3.5,-0.1,2.2,.,0.8,0.0,-4.3,12.2,1.8,-9.3
O=C(CSc1nnc(-c2cccnc2)o1)N1CCCCC1,-1.1,-1.1,-1.1,-0.1,-3.5,1.9,5.8,5.5,-15.5,0.6,-1.9
COc1ccc(NC(=O)COc2ccc(CNCCCN3CCOCC3)cc2OC)cc1,4.5,1.3,-16.0,-5.6,4.9,0.9,1.3,3.2,-8.4,-1.1,-2.6
O=C(CN1C(=O)NC(c2ccccc2)(c2ccccc2)C1=O)Nc1cccnc1Cl,-13.2,-0.6,-0.7,0.6,450.4,-0.3,0.8,6.7,-4.8,3.8,-9.2
CCOC(=O)c1c(-c2cccc([N+](=O)[O-])c2)csc1NC(=O)C1CC1,-7.2,-6.7,1.4,8.7,219.6,0.2,1.6,0.1,-3.1,2.4,-6.2
CCCc1sc(C(=O)Nc2nnc(C3CC3)s2)cc1CC,-3.5,0.8,0.0,-0.1,.,.,.,0.0,-11.3,2.5,-6.6
Cc1cc(C)n(C(=O)CNC(=O)c2cccc(Cl)c2)n1,-7.3,-0.4,-0.9,6.1,.,.,.,-0.5,1.1,0.1,-19.8
CC(NC(=O)Nc1ccccc1)C(c1cccs1)N1CCN(C)CC1 (stereo not drawn),-6.2,0.5,0.5,4.0,-8.5,3.3,-0.8,3.0,-22.3,5.1,5.1
CCC1CCCCN1CCCNC(=O)Cn1cc2c(n1)-c1c(oc(C(=O)N3CCCC3)c1C)CC2 (stereo not drawn),-13.2,-5.2,.,0.7,251.3,1.9,2.5,3.3,-4.2,-1.3,0.1
Cn1c(NCc2ccco2)nc2ccccc21,6.0,0.0,-0.3,-4.7,52.3,2.8,1.9,-0.1,4.0,3.1,-1.9
CC(C)c1ccc(NC(=O)C2CCN(S(=O)(=O)c3ccc4c(c3)C(C)(C)C(=O)N4C)CC2)cc1,-10.6,-1.0,0.7,7.2,261.0,0.1,-0.9,-0.6,1.6,1.4,-16.4
COc1ccc(C(=O)Nc2ncccc2C)cc1S(=O)(=O)N1CCOCC1,-15.8,-4.0,-0.5,-4.7,6.9,-1.3,-0.7,1.4,-3.9,0.5,-4.8
CSCCC(NC(=O)c1ccco1)C(=O)NCC(C)(C)N1CCOCC1 (stereo not drawn),-6.5,0.5,-5.7,-3.3,-7.7,1.1,2.4,1.5,-3.9,5.3,-9.2
O=C(CN1CCN(c2ccc(C(F)(F)F)cn2)CC1)NCc1ccc2c(c1)OCO2,0.6,-1.4,0.0,4.1,4.0,-1.9,-0.4,-2.0,5.5,1.7,5.7
CCOC(=O)c1cc(C(=O)NC(C)c2ccccc2)c(C)[nH]c1=O (stereo not drawn),6.0,0.9,1.9,-3.1,-2.5,3.6,5.2,-4.3,12.4,2.5,-3.4
O=[N+]([O-])c1cccc(COc2ccc(CN3CCOCC3)cc2)c1,8.3,1.3,-1.1,-4.0,.,.,.,-2.1,7.9,1.0,3.1
Cc1ccc(N2CCN(C3=NC(=O)/C(=C\c4cn[nH]c4-c4ccccc4)S3)CC2)cc1,1.9,6.0,-1.5,-7.1,0.6,1.5,3.9,5.7,-15.2,3.2,-3.1
Cc1ccc(C)c(C(=O)COc2ccccc2[N+](=O)[O-])c1,0.3,-3.1,1.8,19.8,-2.8,-0.9,3.5,1.1,-2.9,3.1,-7.0
COC(=O)c1ccc2nc(Nc3nc4ccc(F)cc4s3)sc2c1,-8.6,-1.1,0.1,-15.4,45.0,-3.8,-0.5,8.1,1.8,0.8,-3.9
CN1CCN(/N=C/c2ccc(N(c3ccccc3)c3ccccc3)cc2)CC1,-7.1,2.8,-1.0,6.9,17.7,-1.3,1.9,1.3,-3.6,-1.4,-6.9
CC(C)C(c1nnnn1C1CCCC1)N1CCCc2ccccc21 (stereo not drawn),-0.3,-4.0,-0.3,-0.5,8.8,-0.8,-1.2,5.1,-13.4,1.6,-13.1
Cc1ccc(C(=O)NC(C)CCc2ccccc2)cc1[N+](=O)[O-] (stereo not drawn),1.1,-2.5,0.1,2.7,-0.3,-2.3,1.5,-2.9,16.4,1.3,-2.3
CC(C)C[C@@]12C(=O)N(c3ccc(Br)cc3)C(=O)N1[C@H](c1ccc(Br)cc1)[C@@H]1C(=O)N(C(C)(C)C)C(=O)[C@@H]12,2.4,-3.7,-0.2,-3.6,-26.2,-3.2,3.6,8.2,-4.6,3.4,-5.9
O=C(Nc1nc(N2C(=O)c3ccccc3C2=O)n(-c2ccccc2)n1)c1ccc(F)cc1,-7.3,3.5,-1.0,-2.4,160.7,0.0,1.4,-1.5,-5.8,1.4,-6.7
COc1cc(NC(=O)c2ccc(CNc3c(N4CCCC4)c(=O)c3=O)cc2)cc(OC)c1OC,-0.2,0.7,-0.1,4.6,4.1,-2.0,0.1,3.9,-11.7,0.1,-2.0
CCn1c(CNC(=O)Cc2ccc(OC)cc2)nnc1SCC(=O)c1ccc(Br)cc1,-0.8,0.0,-0.9,0.6,-4.4,0.4,3.2,-3.0,-16.4,.,2.0
NC(=O)CCN1CCC(c2nc3ccccc3s2)CC1,3.0,0.6,0.1,-5.7,78.5,-0.9,5.1,9.7,-27.6,1.2,6.0

# Compound activity as filed in PubChem BioAssay.
